PP1 counter – PP1-alpha phosphatase inhibitors, primary screen, counter-screen for PP5 inhibitor project, biochemical, fluorescence, OMFP substrate, single point. actives 0.9% (n = 320,000). purified PP1alpha. AID 2235, 2010. inhibition, % at 6.7 µM;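 active = inhibition above the mean inhibition of all tested compounds plus 3 SD, computed separately for each screening campaign, cut at about 15% in these data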
PAFAH2 inh – PAFAH2 enzyme inhibitors, primary screen, biochemical, fluorescence polarization, human; recombinant PAFAH2, FP-rhodamine activity probe; inhibition, % at 3.39 µM; actives 0.99% (n = 340,000);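 active = inhibition above the mean over all tested compounds plus 3 SD, cut at about 30% in these data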;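 note: inhibitors block probe labeling of enzyme so polarization drops; 0% = enzyme with DMSO and 100% = wells lacking PAFAH2 protein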
HCV core dimer – inhibitors of HCV core protein dimerization, primary screen, biochemical, TR-FRET, high-throughput; TR-FRET GST/Flag-core106 dimerization, 1536-well; inhibition, % at 5 µM; actives 0.33% (n = 300,000); AID 1899, 2009;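 active = inhibition above the mean of all tested compounds plus 3 SD, set per screening campaign, cut at about 45% in these data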
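Test system: GST/Flag-tagged HCV core106 proteins; Medium: KF-containing HEPES buffer, pH 7.45, DTT, CHAPS, BSA; Times: compound-protein-antibody incubation 4 h at 22.5 °C; Detection: TR-FRET 671 and 617 nm emission; Benchmarks: wells lacking GST-core106 and wells with excess unlabelled core106.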
AHR act – AHR activators, primary screen, cell-based, luminescence, luciferase reporter, human; Aryl hydrocarbon receptor (Homo sapiens), P35869; AHR-responsive luciferase reporter cells; activation, % at 5 µM; actives 2.5% (n = 320,000); AID 2796, 2010; in the data active = activation above about 47%;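 note: 0% = vehicle wells and 100% = reference agonist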
Target sequence (P35869 whole entry, looked up): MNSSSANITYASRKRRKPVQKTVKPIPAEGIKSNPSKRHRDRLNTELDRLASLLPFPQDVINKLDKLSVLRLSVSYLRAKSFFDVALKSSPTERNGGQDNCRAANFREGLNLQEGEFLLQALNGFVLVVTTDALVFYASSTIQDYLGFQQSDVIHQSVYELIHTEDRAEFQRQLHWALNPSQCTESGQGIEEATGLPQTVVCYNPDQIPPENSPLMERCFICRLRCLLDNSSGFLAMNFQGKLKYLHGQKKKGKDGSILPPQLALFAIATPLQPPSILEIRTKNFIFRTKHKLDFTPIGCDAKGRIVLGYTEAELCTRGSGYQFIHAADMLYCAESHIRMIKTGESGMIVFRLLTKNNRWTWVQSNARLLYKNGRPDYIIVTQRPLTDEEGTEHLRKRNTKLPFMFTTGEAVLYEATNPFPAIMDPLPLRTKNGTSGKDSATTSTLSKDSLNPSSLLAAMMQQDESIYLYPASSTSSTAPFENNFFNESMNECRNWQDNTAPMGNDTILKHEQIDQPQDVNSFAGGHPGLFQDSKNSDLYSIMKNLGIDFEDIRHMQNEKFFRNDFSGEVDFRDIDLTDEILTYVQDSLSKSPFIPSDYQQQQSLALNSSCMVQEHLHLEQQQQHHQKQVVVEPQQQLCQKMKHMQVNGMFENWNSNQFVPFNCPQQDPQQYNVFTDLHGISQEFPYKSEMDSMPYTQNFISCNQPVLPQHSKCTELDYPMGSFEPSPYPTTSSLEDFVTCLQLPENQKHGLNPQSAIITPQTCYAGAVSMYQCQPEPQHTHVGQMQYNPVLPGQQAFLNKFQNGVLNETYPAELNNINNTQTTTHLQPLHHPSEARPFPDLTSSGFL
PP5 inh – PP5 phosphatase inhibitors, primary screen, biochemical, fluorescence. Serine/threonine-protein phosphatase 5 (Homo sapiens), P53041. purified PP5c, OMFP substrate fluorescence. inhibition, % at 6.7 µM. actives 0.18% (n = 320,000). AID 1987, 2009;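 active = inhibition above the campaign's mean inhibition across all tested compounds plus 3 SD, cut at about 9.5% in these data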;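 note: 0% = DMSO only and 100% = 100 µM cantharidin control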
procasp7 counter – procaspase-7 activators, primary screen, counter-screen for procaspase-3 activator project, biochemical, absorbance, HTS, human; Caspase-7 (Homo sapiens), P55210; recombinant procaspase-7, Ac-DEVD-pNA absorbance 405 nm; D23A/D198A/D206A triple mutant, cannot self-cleave; scale: DMSO 0, 5 µM enzyme 100; activation, % at 8.5 µM; actives 0.093% (n = 330,000);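 active = percent activation above the screen-wide mean plus 3 SD, cut at about 25% in these data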
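Assay system – Uncleavable procaspase-7 mutant enzyme · Quantity – 2 µM procaspase-7 mutant as dispensed · Times – 1 h preincubation, 2 h reaction · Dosing – single nominal 8.5 µM compound dose, 0.8% DMSO final · Buffer or medium – Zinc-free 50 mM HEPES buffer, pH 7.4, with NaCl and Triton X-100 · Detection – Epi-absorbance of released pNA at 405 nm, two timepoints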
CTSL1 counter – Fasciola hepatica cathepsin L1 inhibitors, primary screen, counter-screen for PFM18AAP inhibitor project, biochemical, QFRET, fluorogenic peptide substrate | recombinant F. hepatica cathepsin L1, Z-Leu-Arg-MCA fluorescence | inhibition, % at 5.96 µM | actives 0.49% (n = 300,000) | AID 1906, 2009;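 active = inhibition above the mean of all tested compounds plus 3 SD, set per screening campaign, cut at about 17% in these data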;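 note: 0% = plate median of test compound wells and 100% = 1 µM Z-Phe-Ala-diazomethylketone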
proCasp3 act – activators of human procaspase-3 D3A mutant, primary screen, biochemical, absorbance, PC-3 D3A mutant, single concentration. Caspase-3 (Homo sapiens), P42574. recombinant procaspase-3 D3A, Ac-DEVD-pNA absorbance 405 nm. activation, % at 8.5 µM. actives 0.11% (n = 330,000). AID 463141, 2010;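 active = activation above the mean of all tested compounds plus 3 SD, cut at about 21% in these data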;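 note: 0% = DMSO alone and 100% = DMSO wells spiked with extra 5 µM PC-3 D3A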
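Evaluation: percent activation relative to control range; Material: Procaspase-3 D3A mutant, all three cleavage aspartates alanine; Compound: single dose, 8.5 µM nominal compound, 0.8% DMSO; Replication: one well per compound; Signal: absorbance at 405 nm, 0 and 120 min; Schedule: 1 h preincubation plus 2 h reaction at 25 °C.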
TPT1 inhibitor – Candida albicans TPT1 enzyme inhibitors, primary screen, biochemical, fluorescence polarization | tRNA 2'-phosphotransferase TPT1 (Candida albicans SC5314) | inhibition, % at 5 µM | actives 0.81% (n = 300,000) | recombinant caTPT1, FP RNA substrate dephosphorylation;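 active = inhibition above the mean of all tested compounds plus 3 SD, set per screening campaign, cut at about 24% in these data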;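 note: plate controls were DMSO alone for no effect and ferristatin control at 100 nM for full effect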
Numbers without * were called inactive; . = no result given; & = joins results of further samples.

SMILES | PP1 counter | PAFAH2 inh | HCV core dimer | AHR act | PP5 inh | procasp7 counter | CTSL1 counter | proCasp3 act | TPT1 inhibitor
CC(=O)Nc1ccc(/C=N/NC(=O)CCN2CCN(c3ccccc3)CC2)cc1 | -4.9 | 3.1 | 2.9 | 4.1 | -1.3 | 2.3 | 1.6 | 1.4 | -1.3
Cn1c(C(=O)O)c(CC(=O)NCC2COc3ccccc3O2)c2ccccc21 (stereo not given) | -2.3 | -3.4 | -8.8 | 5.1 | -0.3 | 6.9 | 1.8 | 10.8 | -7.2
Cc1cccc(-n2c(C)cc(/C=N/NC(N)=S)c2C)c1 | 5.4 | -2.2 | 8.2 | 9.8 | 1.9 | -3.6 | 35.5* | -8.8 | 3.2
COCCNC(=O)C(c1ccc(C)o1)N(CC1CCCO1)C(=O)Cn1nnc2ccccc21 (stereo not given) | -1.2 | -1.7 | -7.5 | 1.8 | 0.6 | 19.3 | -2.1 | -4.2 | -1.8
Cc1ccc(OCCNC(=O)c2cncc(Br)c2)cc1C | 3.1 | -2.5 | -2.6 | 16.5 | 0.8 | 0.1 | -2.9 | -0.1 | -9.2
O=C(Nc1cccnc1Cl)C1=NN(c2ccccc2)C(=O)CC1 | 0.1 | 12.3 | -6.0 | -0.1 | -1.8 | 1.0 | 1.6 | 6.8 | 6.0
CN(Cc1ccc(F)cc1)C(=O)CCc1nnc(-c2ccccc2)o1 | -2.5 | -0.8 | 0.1 | 8.3 | -1.0 | -7.7 | -6.7 | 4.0 | 4.4
CCc1cc2c(C)cc(=O)oc2cc1Oc1ncccc1[N+](=O)[O-] | -1.4 | . | 0.0 | 0.9 | 2.7 | 2.1 | 1.6 | 4.0 | -2.8
COc1cccc(NC(=O)CCC2CCN(C(=O)c3c(C)noc3C)CC2)c1 | -2.1 | -1.8 | -3.3 | 1.4 | -0.1 | 1.6 | -5.5 | 7.2 | 0.5
Cc1nc(Sc2cccn2C)c(C(F)(F)F)c(=O)[nH]1 | 0.7 | 3.2 | -3.0 | 1.2 | 0.1 | 4.2 | -3.4 | -0.9 | -2.7
C(=N\n1cnnc1)/c1ccc2c(c1)OCCO2 | -4.8 | -2.8 | 1.9 | -0.4 | 2.1 | -1.6 | 0.6 | -7.6 | 1.4
O=C(NCc1ccco1)c1ccc(C(=O)NCc2ccco2)s1 | 3.1 | 4.4 | -3.8 | 6.1 | -0.1 | 8.3 | -1.2 | 2.8 | -1.8
NC(=O)c1nc(-c2ccco2)nc2c1[nH]c(=O)n2-c1ccc(Cl)c(Cl)c1 | 6.7 | -14.0 | 3.9 | 19.6 | 0.3 | 2.8 | 0.8 | -1.0 | 1.2
CCc1ccc(-c2nn(Cc3ccccc3)cc2C(=O)NCC2CCCO2)cc1 (stereo not given) | -2.3 | -2.7 | . | 6.0 | 2.2 | -4.2 | . | 9.7 | .
CCCC(=O)c1cc(F)c(N2CCN(C(=O)OCC)CC2)cc1C | -2.6 | -3.6 | 0.6 | 3.8 | 3.6 | 6.9 | -0.6 | 3.2 | 1.4
Clc1ccc(N2CCN(/N=C/c3cccnc3)CC2)cc1 | -1.5 | 2.2 | 6.5 | -6.0 | -2.8 | 2.3 | -2.1 | -1.8 | 3.1
COc1ccc(C)cc1NC(=O)c1cc(S(=O)(=O)N2CCCCC2)ccc1N1CCOCC1 | -0.2 | 12.8 | . | 0.6 | 3.2 | -10.4 | . | 1.0 | .
Cc1cc(C)n2nc(SCC(=O)NC(=O)c3ccccc3Cl)nc2n1 | -6.5 | 3.2 | . | -1.7 | 0.9 | 13.5 | . | 9.1 | .
Cc1ccc(SCCC(=O)OC(C)C(=O)Nc2ccccc2)cc1 (stereo not given) | -2.0 | -5.1 | -1.7 | -0.8 | 0.7 | 1.0 | -40.5 | -2.5 | -7.5
CCN(CC)C(=O)c1ccc(Nc2nnc(C)c3ccccc23)cc1 | -1.1 | 2.8 | -1.2 | -0.6 | -0.8 | -4.1 | 0.8 | -4.7 | -3.4

Whole records, looked up by structure. Screens in order: PP1 counter | PAFAH2 inh | HCV core dimer | AHR act | PP5 inh | procasp7 counter | CTSL1 counter | proCasp3 act | TPT1 inhibitor
Cc1cc(C)n2nc(SCC(=O)NC(=O)c3ccccc3Cl)nc2n1 as listed: -6.5 | 3.2 | . | -1.7 | 0.9 | 13.5 | . | 9.1 | .
CCCC(=O)c1cc(F)c(N2CCN(C(=O)OCC)CC2)cc1C as listed: -2.6 | -3.6 | 0.6 | 3.8 | 3.6 | 6.9 | -0.6 | 3.2 | 1.4

Other results follow:
SMILES | PP1 counter | PAFAH2 inh | HCV core dimer | AHR act | PP5 inh | procasp7 counter | CTSL1 counter | proCasp3 act | TPT1 inhibitor
CCCNc1nc(-c2ccccc2)c(C(=O)OCC)cc1C#N | -2.1 | -6.1 | -0.5 | 13.8 | 1.7 | -8.4 | 0.8 | 2.2 | 0.8
CCOc1cc(C(=O)N/N=C\c2cn(CC)nc2C)cc(OCC)c1OCC | 2.1 | 3.6 | -4.2 | 3.9 | 0.7 | 0.9 | 4.8 | -1.3 | 3.8
Cc1ccccc1OCC(=O)N(CC(C)C)c1c(N)n(CC(C)C)c(=O)[nH]c1=O | 1.9 | 1.3 | 2.2 | 3.3 | -1.9 | -3.1 | -1.8 | -6.8 | -5.1
CC(=O)N1CCN(c2ccc(NC(=O)c3ccc([N+](=O)[O-])cc3)cc2)CC1 | -3.1 | 3.5 | -7.9 | -5.8 | -2.0 | -2.1 | -2.4 | 4.3 | -1.3
COc1cc(C(=O)Nc2nnc(C3CC3)s2)ccc1OCc1c(C)noc1C | -1.1 | -3.1 | -0.5 | 4.2 | 1.6 | 1.2 | 4.0 | -2.3 | -0.7
N/C(=N\OC(=O)CC1CCCCC1)c1ccc(Cl)cc1 | 4.7 | 2.4 | 8.9 | -3.0 | 2.5 | -9.4 | 1.6 | 5.3 | 3.2
Cc1cccc(CCNC(=O)CCS(=O)(=O)c2ccc(Br)cc2)c1 | 2.0 | 4.9 | -7.3 | 4.2 | 0.7 | 2.5 | 7.4 | 8.8 | -2.3
COc1ccc(C2=CSC3=NCCN23)cc1Cl | 1.6 | 7.9 | 8.4 | 7.1 | 4.7 | -2.6 | -1.1 | -2.6 | -0.4
C=CCn1c(=NC(=O)c2cc(Cl)sc2Cl)sc2cc(S(N)(=O)=O)ccc21 | 6.6 | -15.8 | -39.6 | 2.1 | -0.5 | 0.9 | -0.7 | -2.2 | 11.8
COc1cc(OC)cc(C(=O)Nc2ccc(S(=O)(=O)Nc3ccccn3)cc2)c1 | 6.2 | -16.6 | -5.6 | 11.7 | 0.8 | 6.8 | 0.9 | 3.5 | 0.3
COc1ccc(-c2nc3ccccc3s2)cc1O | 4.0 | 5.9 | -14.8 | 82.3* | 2.2 | -10.7 | 5.3 | -8.9 | -2.2
CNC(=O)c1sc(-c2ccc(Cl)cc2)nc1C | -6.0 | 3.5 | -5.4 | -1.8 | 3.6 | -0.6 | -1.8 | -2.2 | 0.1
O=C(Cn1nnc2ccccc2c1=O)Nc1ccc(S(=O)(=O)N2CCOCC2)cc1 | 2.7 | -2.4 | 8.9 | 0.9 | 2.7 | -2.7 | -3.9 | -4.8 | 1.0
Nc1cc(S(=O)(=O)N2CCOCC2)ccc1Oc1ccc(F)cc1 | -1.2 | 4.2 | -0.8 | 0.4 | 0.7 | 4.7 | -5.3 | -1.1 | -2.3
O=C(CCCOc1ccc(Cl)cc1Cl)N1CCCc2ccccc21 | 4.3 | 7.0 | 7.0 | 6.2 | 6.6 | 7.3 | 4.0 | 2.0 | 1.1
CN(C)Cc1ccccc1Sc1ccc(O)cc1O | -0.4 | -3.0 | -4.0 | 1.4 | -1.9 | -5.1 | -3.4 | -0.2 | 0.5
O=[N+]([O-])c1ccc2nc(SCc3cn4cccnc4n3)[nH]c2c1 | -2.0 | 2.0 | -4.6 | 51.4* | -2.0 | -6.6 | -4.8 | -4.0 | 0.0
COc1cccc(CNc2ccc3c(c2)CCC3)c1 | 1.1 | 12.3 | 0.4 | 16.9 | 2.6 | -2.1 | -0.4 | -8.6 | 2.5
CCN1CCN(C(=S)Nc2ccc3nc4n(c(=O)c3c2)CCCCC4)CC1 | -3.0 | -6.8 | 1.9 | 2.7 | 2.0 | -4.6 | 2.1 | -3.5 | 2.0
Cc1ccc(OCC(=O)NC2=NCCS2)cc1 | -0.7 | 2.9 | -2.9 | 3.1 | 2.4 | 8.3 | -1.9 | -7.9 | -5.5
CSCC[C@@H](Nc1nc(-c2ccccc2)nc2c1oc1ccccc12)C(=O)O | 6.1 | -9.4 | 7.1 | 11.5 | 5.7 | -3.4 | -1.4 | 0.1 | -2.5
O=C(Cn1cnc2ccccc2c1=O)NCCC(=O)Nc1ccccc1C(F)(F)F | -1.7 | 0.7 | 1.2 | -1.2 | 3.1 | -5.5 | -2.8 | -11.6 | 0.2
COc1cc(SC)ccc1C(=O)Nc1nc(C)cc(C)n1 | 0.9 | 1.2 | -6.1 | 8.3 | 0.9 | -0.6 | 0.2 | 6.3 | 1.0
CCc1nn2c(N)c(/C=C3\C=Nc4ccccc43)c(=O)nc2s1 | -5.9&-4.6 | -9.9 | -0.2&-7.1 | 7.4&23.7 | -0.7&3.3 | -3.7&-11.2 | -0.2&-2.2 | -3.6&-16.7 | 9.9&5.8
O=C(NNC1CC(=O)N(c2ccccc2)C1=O)c1ccco1 (stereo not given) | -0.6 | -2.5 | 0.9 | -0.9 | 0.3 | 10.4 | -1.2 | -14.5 | -3.8
COc1ccc(OCC(O)CN2CCN(c3ccc(OC)cc3)CC2)cc1 (stereo not given) | -0.3 | 1.2 | -16.7 | 0.1 | 4.2 | -1.6 | 0.8 | 2.3 | -3.8
COc1ccccc1OCc1ccc(C(=O)N2N=C(C(F)F)CC2(O)C(F)F)o1 (stereo not given) | 1.6 | -4.0 | -0.5 | 4.6 | 3.4 | 15.8 | 1.2 | 10.0 | 3.4
O=C(NCc1ccccc1)C1=C[C@@H](c2ccc(C(F)(F)F)cc2)C[C@@H](OCCCCO)O1 | 5.3 | -1.9 | 5.9 | 2.4 | 3.7 | -2.4 | -2.6 | 12.3 | -2.1
